Screens (PubChem)
APJ antagonist: antagonists of human apelin receptor APJ, primary screen, CHO-K1 cells, beta-arrestin complementation, luminescence; inhibition, % at 20 µM; 0.32% of 330,000 active; P35414;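 active = inhibition above about 40% at 20 µM, limit read from the data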;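 also: cells challenged with 10 nM apelin-13 agonist together with compound; plate controls were apelin-13 plus DMSO wells for no effect and DMSO wells lacking apelin-13 for full effect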
UBC13 inh: UBC13 polyubiquitin chain formation inhibitors, primary screen, biochemical, TR-FRET, uHTS | Ubiquitin-conjugating enzyme E2 N (Homo sapiens), P61088 | 0.47% of 330,000 active | inhibition, % at 20 µM; in the data active = inhibition above about 45%, passing the limit was not always enough
Target sequence (P61088 whole entry, looked up): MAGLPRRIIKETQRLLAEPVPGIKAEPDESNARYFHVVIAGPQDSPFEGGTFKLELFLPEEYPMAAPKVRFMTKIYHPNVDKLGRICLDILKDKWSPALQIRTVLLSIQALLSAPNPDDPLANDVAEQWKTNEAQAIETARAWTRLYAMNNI
APJ agonist: agonists of human apelin receptor APJ, primary screen, CHO-K1 cells, PathHunter beta-arrestin, luminescence; P35414; 0% DMSO wells, 100% apelin; activation, % at 20 µM; 0.11% of 330,000 active;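 active = activation more than six SD over the plate average, tested at 20 µM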;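 also: 0% = DMSO alone and 100% = apelin-13 at 10 nM; some results filed as inactive read as strong as hits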
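system = engineered CHO-K1 APJ arrestin reporter cells | input = 1000 cells per well | timing = overnight seeding, 90 min compound at 25 °C, 1 h detection | measured by = enzyme-fragment complementation luminescence | read-out = beta-arrestin recruitment to APJ as agonist activity, luminescent signal | control set = negative DMSO alone, positive Apelin-13 at 10 nM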
EBI2 block: EBI2 receptor antagonists, beta-arrestin recruitment, primary screen, cell-based, luminescence, 7a,25-OHC stimulation, uHTS; AID 651636, 2012; G-protein coupled receptor 183 (Homo sapiens), P32249; 0.81% of 360,000 active; 7a,25-OHC stimulated; inhibition, % at 5 µM; in the data active = inhibition above about 38%;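 also: enzyme fragment complementation signal reports receptor beta-arrestin coupling in cells; 0% = agonist plus DMSO wells and 100% = wells without agonist; some results beyond the cut were filed as inactive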
Gli-Sufu antag: Gli-Sufu pathway antagonists, primary screen, luciferase luminescence, Sufu-KO-LIGHT cells, uHTS; Sufu-KO-LIGHT fibroblasts, Gli luciferase reporter luminescence; inhibition, % at 5 µM; 0.74% of 340,000 active; AID 588413, 2011;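 active = inhibition above about 55%, limit read from the data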;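 also: 0% = DMSO-treated cells and 100% = wells with medium but no cells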
ATG4B inhibitor: ATG4B protease inhibitors, primary screen, biochemical, fluorescence, uHTS | inhibition, % at 8.33 µM | ATG4B cleavage of LC3-PLA2, NBD-HPC fluorescence, 1 h | 0.51% of 340,000 active | AID 504462, 2011 | Cysteine protease ATG4B (Homo sapiens), Q9Y4P1; in the data active = inhibition above about 40%
CCR6 antag: CCR6 receptor antagonists, primary screen, cell-based, CHO-K1, luminescence, beta-arrestin, uHTS. C-C chemokine receptor type 6 (Homo sapiens), P51684. CHO-K1 CCR6 PathHunter beta-arrestin, CCL20-stimulated. inhibition, % at 20 µM. 0.49% of 340,000 active. AID 493098, 2011;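 active = compounds whose inhibition of the agonist-driven luminescence signal at 20 µM reaches about 50%, limit read from the data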;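 also: cells stimulated with CCL20 at 14 nM final; plate controls were DMSO with CCL20 for no effect and DMSO without agonist for full effect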
Target sequence (P51684 whole entry, looked up): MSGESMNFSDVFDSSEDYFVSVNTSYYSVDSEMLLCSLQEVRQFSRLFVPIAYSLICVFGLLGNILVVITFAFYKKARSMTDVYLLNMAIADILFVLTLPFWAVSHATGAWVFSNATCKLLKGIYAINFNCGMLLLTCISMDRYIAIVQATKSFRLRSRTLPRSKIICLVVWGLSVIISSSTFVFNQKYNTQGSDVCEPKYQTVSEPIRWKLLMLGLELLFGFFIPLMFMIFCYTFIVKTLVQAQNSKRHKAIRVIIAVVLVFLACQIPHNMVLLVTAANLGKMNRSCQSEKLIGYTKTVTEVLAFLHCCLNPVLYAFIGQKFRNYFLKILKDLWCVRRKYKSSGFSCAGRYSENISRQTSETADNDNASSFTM
CXCR6 block: CXCR6 receptor inhibitors, primary screen, cell-based, beta-arrestin, luminescence, CHO-K1 PathHunter, 1536-well | C-X-C chemokine receptor type 6 (Homo sapiens), O00574 | inhibition, % at 20 µM | 0.36% of 360,000 active; in the data active = inhibition above about 34%, passing the limit was not always enough;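 also: antagonist mode with CXCL16 agonist at 10 nM final; 0% = 10 nM CXCL16 with DMSO and 100% = unstimulated wells without agonist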
Target sequence (O00574 whole entry, looked up): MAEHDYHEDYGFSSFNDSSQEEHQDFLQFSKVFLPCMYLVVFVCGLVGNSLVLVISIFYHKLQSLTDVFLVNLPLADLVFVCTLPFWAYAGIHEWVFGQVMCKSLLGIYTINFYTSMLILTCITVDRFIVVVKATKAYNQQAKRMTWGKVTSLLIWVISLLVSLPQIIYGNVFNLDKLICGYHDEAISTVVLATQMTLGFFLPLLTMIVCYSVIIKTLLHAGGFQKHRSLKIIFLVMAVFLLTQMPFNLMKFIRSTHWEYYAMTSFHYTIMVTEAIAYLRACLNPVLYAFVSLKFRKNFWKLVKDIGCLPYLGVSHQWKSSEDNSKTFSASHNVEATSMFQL
Numbers without * were called inactive; . = not tested or not shown; & = joins results of further samples. This is a random part of the collection; overall some 3% were active at least once.

Values in the order – CCR6 antag	APJ agonist	CXCR6 block	EBI2 block	ATG4B inhibitor	Gli-Sufu antag	UBC13 inh	APJ antagonist
> COc1cc(/C=C2/C(=N)N3C=CSC3=NC2=O)ccc1OCCCOc1ccccc1C
    20	-5	3	23	-1	-3	-14	22
> Cc1ccc(C)c(NC(=S)NNC(=O)c2ccc(Br)o2)c1
    26	-1	11	1	3	7	-7	21
> COc1ccc(/C=N/n2c(=O)[nH]c3c([nH]c4ccc(C)cc43)c2=O)cc1CN1CCOCC1
    1	.	-6	-7	-11	-4	.	.
> Cc1ccc(NC(=O)CCN2C(=O)C3C4CCC(C4)C3C2=O)cc1[N+](=O)[O-] (centres undefined)
    15	-3	1	-9	0	-7	-9	11
> COc1ccc(CC(=O)Nc2ccc(-c3nnc(-c4ccccc4)o3)cc2)cc1
    7	1	3	-4	1	-11	-10	16
> CCC(C)OC(=O)C1=C(C)O[C@]23OC(N)=C(C#N)[C@]12C(=O)c1ccccc13 (some centres undefined)
    15	0	-4	-14	3	-6	4	-4
> O=C(CCc1n[nH]c(=O)[nH]c1=O)N/N=C/c1ccc(Br)o1
    14	-2	0	-10	-3	1	-2	8
> Cc1c(OCC(=O)NCC(O)c2ccccc2)ccc2c3c(c(=O)oc12)CCC3 (centres undefined)
    21	-1	-5	7	6	6	-6	11
> O=C(NCC1CCCO1)C(c1cccnc1)N(C(=O)Cc1cccs1)c1cccnc1 (centres undefined)
    18	-3	7	-8	8	-8	3	21
> O=C(O)c1ccccc1C=NN1CCCCCC1
    2	.	3	6	-1	-1	.	.
> C[C@@H](C(=O)NNC(=O)c1ccc(Cl)cc1)N1C(=O)C2CC=CCC2C1=O (some centres undefined)
    2	-1	8	-9	1	5	-2	-6
> COc1ccccc1-c1nnc(SCC(=O)O)n1-c1ccc(C)cc1
    6	-4	2	0	-5	-3	-10	-21
> COc1cc(S(=O)(=O)Nc2c(C)cc(C)cc2C)ccc1Cl
    5	-3	2	6	3	-3	-2	20
> COC(=O)C(Cc1ccc(O)cc1)NC(=O)CCC(=O)Nc1ccc(S(N)(=O)=O)cc1 (centres undefined)
    19	4	0	-2	-3	-5	-2	2
> O=C(NNC(=O)c1ccc(O)cc1O)c1ccc(Cl)cc1
    11	0	-6	2	2	-16	8	26
> Clc1ccc(OCc2cc(-c3ccccc3)no2)c(Cl)c1
    -1	-2	-3	2	3	-96	-1	5
> COc1ccc(C(=O)NNC(=S)Nc2ccccc2)cc1
    20	-6	12	-4	3	-9	14	21
> COC(=O)[C@H](CCSC)NC(=O)Nc1cccc(C)c1C
    5	-3	-4	0	2	-13	0	7
> CC(=O)c1ccccc1OCCOc1ccccc1C(C)=O
    15	-3	4	-2	8	9	6	14
> O=S(=O)([N-]c1nc2ccccc2nc1-[n+]1ccc(-c2ccncc2)cc1)c1ccccc1
    -5	0	-22	-13	-15	-2	-4	-1
> CN(C)CCN(C(=O)c1ccc2c(c1)OCCO2)c1nc2cc3c(cc2s1)OCO3
    3	-7	3	0	-9	16	-5	-1
> COc1cccc(CNC(=O)c2cnc(-c3ccccn3)nc2C(F)(F)F)c1
    -2	2	-4	1	-6	-17	-7	4
> O=C(CNC(=O)c1ccccc1)N/N=C/C=C/c1ccccc1
    -1	5	-3	5	7	-2	-10	-5
> COc1c(O)cc2oc(-c3ccc(O)c(O)c3)cc(=O)c2c1O
    19	3	-12	-20	-8	-2	-4	-82
> CC1CCN(S(=O)(=O)c2cccc(-c3cn4cc(Cl)ccc4n3)c2)CC1
    19	-1	1	2	-7	2	3	-33
> Cc1cc(C)c(CN2CCC(n3nccc3NC(=O)CCOc3ccccc3)CC2)cc1C
    16	-3	1	7	34	17	5	10
> CCN(CC)c1cc2nonc2c2nonc12
    6	0	2	10	-4	-4	6	14
> O=C(c1ccco1)N1CCN=C1SCc1ccccc1Cl
    11	-3	-6	8	-1	-1	6	-2
> Cc1ccc(S(=O)(=O)/C(=C/Cl)NC(=O)c2ccccc2)cc1
    6	-2	1	2	-5	-8	-9	-4
> Cc1ccc(CSCCNC(=O)c2cccc([N+](=O)[O-])c2)cc1
    11	1	1	2	-2	2	-8	-8
> CC(=O)Nc1ccc2oc(-c3cc(F)c(F)cc3Cl)nc2c1
    13	-1	1	-7	-2	1	12	13
> O=C(CCN=C1NS(=O)(=O)c2ccccc21)N1CCc2ccccc2C1
    -1	-4	-9	-1	-3	-2	-9	10
> COc1ccc(OC)c(NC(=O)CN2C(=O)C(C)N(c3ccc(C)cc3)C2=O)c1 (centres undefined)
    18	-1	-4	2	-1	-4	-3	4
> COc1ccc2nc(NC(=O)CS(=O)(=O)Cc3ccccc3)sc2c1
    -6	-2	0	7	-7	-30	-6	12
> O=C(Nc1ccc(Cl)cc1Cl)c1ccc2c(c1)OCCO2
    6	-2	2	4	-5	-93	1	5
> Cc1cc(N/N=C/c2ccccc2F)c2ccccc2n1
    3	-4	9	-11	-10	-13	8	2
> CCC(Sc1nc2ncccc2[nH]1)C(=O)NC1CCCC1 (centres undefined)
    0	-1	-5	0	2	-8	-8	-27
> CCOC(=O)c1ccc(NC(=S)NCCc2ccccc2F)cc1
    7	-1	-2	-15	7	3	-5	-2
> CN1CCN(CCCN2c3ccccc3Sc3ccc(Cl)cc32)CC1
    39&31	2	-1	-8	3&5	16&14	97*	3
> CN(C)CCN(Cc1ccco1)c1ccccn1
    4	.	6	-7	4	3	.	.

UBC13 inh: what is marked active above
SMILES | CCR6 antag | CXCR6 block | EBI2 block | ATG4B inhibitor | UBC13 inh | APJ antagonist
CN1CCN(CCCN2c3ccccc3Sc3ccc(Cl)cc32)CC1 | 39&31 | -1 | -8 | 3&5 | 97* | 3

A few values from the list.
CC(=O)Nc1ccc2oc(-c3cc(F)c(F)cc3Cl)nc2c1 – Gli-Sufu antag = 1
O=C(Nc1ccc(Cl)cc1Cl)c1ccc2c(c1)OCCO2 – APJ agonist = -2

Next section:
Values in the order – CCR6 antag	APJ agonist	CXCR6 block	EBI2 block	ATG4B inhibitor	Gli-Sufu antag	UBC13 inh	APJ antagonist
> Cc1c(NC(=O)CCc2ccc(S(=O)(=O)N3CCOCC3)cc2)c(=O)n(-c2ccccc2)n1C
    2	.	-6	-3	0	0	.	.
> O=C(NCc1ccc2c(c1)OCO2)c1ccc(CN2CCc3ccccc3C2)cc1
    7	-3	-10	3	-5	0	9	-19
> COc1cc(OC)c(N(C)S(=O)(=O)c2cccc(C(=O)OCc3c(C)noc3C)c2)cc1Cl
    16	-1	-4	25	5	8	-2	3
> CCOc1ccc(S(=O)(=O)Nc2cccc(C(=O)NCC(c3ccccc3)N(C)C)c2)cc1 (centres undefined)
    0	0	-6	-5	0	14	4	-14
> CN(c1ccc(C(=O)Nc2cccnc2)cc1)S(C)(=O)=O
    8	-6	5	3	6	-4	0	18
> O=C(NCCC1=CCCCC1)Nc1ccc2nsnc2c1
    12	-2	2	13	46*	-57	22	-2
> C=CCN1C(=O)c2ccccc2C1(O)Cc1ccccc1 (centres undefined)
    8	-3	11	1	-4	-28	0	9
> O=C(c1ccc(Cl)cc1)[C@@H]1[C@@H]2C(=O)N(c3ccc(Cl)cc3)C(=O)[C@@H]2C2c3ccccc3C=NN21 (some centres undefined)
    19	-1	6	13	-4	0	7	6
> CC(=O)Oc1ccc(/C=C2/SC(=S)N(Cc3ccccc3)C2=O)cc1
    50*	-7	28	14	9	15	-37	47*
> CCOc1cc(S(=O)(=O)N(CC)CC)c(OCC)cc1-n1cnnn1
    8	-4	-4	0	-6	-8	4	13

Ordered by heavy-atom count (descending): some entries from above
Values in the order – CCR6 antag	APJ agonist	CXCR6 block	EBI2 block	ATG4B inhibitor	Gli-Sufu antag	UBC13 inh	APJ antagonist
> O=C(c1ccc(Cl)cc1)[C@@H]1[C@@H]2C(=O)N(c3ccc(Cl)cc3)C(=O)[C@@H]2C2c3ccccc3C=NN21 (some centres undefined)
    19	-1	6	13	-4	0	7	6
> CCOc1ccc(S(=O)(=O)Nc2cccc(C(=O)NCC(c3ccccc3)N(C)C)c2)cc1 (centres undefined)
    0	0	-6	-5	0	14	4	-14
> O=C(NCc1ccc2c(c1)OCO2)c1ccc(CN2CCc3ccccc3C2)cc1
    7	-3	-10	3	-5	0	9	-19
> CC(=O)Oc1ccc(/C=C2/SC(=S)N(Cc3ccccc3)C2=O)cc1
    50*	-7	28	14	9	15	-37	47*
> CN(c1ccc(C(=O)Nc2cccnc2)cc1)S(C)(=O)=O
    8	-6	5	3	6	-4	0	18

(further entries)
Values in the order – CCR6 antag	APJ agonist	CXCR6 block	EBI2 block	ATG4B inhibitor	Gli-Sufu antag	UBC13 inh	APJ antagonist
> O=C(O)[C@H](CO)Nc1ncnc2sc3c(c12)CCC3
    -10	-2	-11	-9	6	-3	-7	26
> O=C(CSc1ncccc1C(=O)O)Nc1ccc2c(c1)OCCO2
    -5	-2	9	-18	-1	-5	-4	16
> CNS(=O)(=O)/C=C/c1ccccc1
    -13	-2	-1	4	9	-7	-8	6
> Cc1ccc(S(=O)(=O)NCc2c(Cl)cccc2Oc2ccccc2)cc1
    18	-5	3	-3	63*	14	5	10
> O=P(CCO)(c1ccccc1)c1ccccc1
    5	2	-1	-2	-5	3	6	-1
> O=C(COC(=O)C1Cc2ccccc2CN1C(=O)c1ccccc1Cl)Nc1ccc(N2CCOCC2)cc1 (centres undefined)
    3	2	-1	9	6	-1	-7	-11
> CCOc1ccccc1NC(=S)NC(=O)c1ccco1
    10	-2	-9	0	1	7	6	7
> CC1CN(S(=O)(=O)c2cccc(C(=O)OCC(=O)NCc3ccccc3)c2)CC(C)O1 (centres undefined)
    13	0	3	8	-5	-7	2	5
> CC(C)(C)c1nnc2sc(SCCN3C(=O)c4ccccc4C3=O)nn2c1=O
    11	2	-7	3	-1	9	5	-3
> CCc1ccc(N2C(=O)c3sc4nnc(C)c(=O)n4c3C2=O)cc1
    -9	-3	9	8	2	6	-7	-2
> COc1ccc(OC)c(C2C(C(=O)c3ccc(C)o3)=C(O)C(=O)N2CCN2CCOCC2)c1 (centres undefined)
    15	-1	-8	-14	-3	-1	-11	33
> O=C(CSc1nnnn1C1CCCC1)Nc1ccccc1N1CCOCC1
    17	0	3	-5	2	-24	-1	-16
> O=C(CSc1nnc(-c2ccncc2)n1Cc1ccco1)c1ccc(Cl)cc1
    3	2	3	5	-3	4	-8	4
> CCCC1=[N+](CC)CCn2c(C)ccc21
    1	0	0	-5	-5	19	-8	17
> COc1ccc(NC(=O)c2cc3cc(C)ccc3n2C)c(OC)c1
    6	-4	-1	16	-15	2	6	13
> CCOC(=O)C1=C(N)OC(CCl)=C(C#N)C1c1ccsc1 (centres undefined)
    -1	1	7	-6	9	5	-4	6
> COc1ccc(C)cc1NC(=O)CCNS(=O)(=O)c1cccc2nonc12
    10	1	4	2	0	-24	1	-2
> COc1ccc(N(C(=O)/C=C/c2ccc(OC)c(OC)c2)C2=CC3CCC(C2)N3C)cc1 (centres undefined)
    -1	-1	-4	-3	-4	21	-12	6
> Cc1ccccc1C(=O)NC1CCN(CC(=O)Nc2nccs2)CC1
    -13	-5	-1	4	6	8	2	-10
> CC(OC(=O)CNC(=O)c1ccco1)C(=O)Nc1ccc(Cl)cn1 (centres undefined)
    -3	1	7	-6	1	-4	-3	-1
> Cc1ccc(NC(=O)CC2S/C(=N/N=C3\CCCc4ccccc43)NC2=O)cc1 (centres undefined)
    3	-1	3	2	41*	-3	-12	-18
